Salmonella PhoP GFP: PhoP-dependent GFP reporter repression – Salmonella Typhimurium, primary screen (AID 1863); S. Typhimurium PhoP-regulated promoter GFP reporter, 4 h; higher % means a stronger effect; 0.16% of 300,000 active; one-dose inhibition, % at 50 µM; IC50 in µM for titrated hits;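 active = inhibition over 29.93%, a cutoff 3 SD above the screen mean, later confirmed by dose response; inconclusive = inhibition over 29.93% but no dose response follow-up; inactive = inhibition at most 29.93% or unconfirmed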;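 note: 0% = low Mg2+ inducing control and 100% = high Mg2+ repressing control; strong numbers were not always called active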
West Nile virus CPE: inhibition of WNV-induced cytopathic effect – cell-based, CPE readout (AID 1621) | 0.02% of 290,000 active | CPE inhibition, % at 10 µM, or IC50 in µM where a hit was titrated | West Nile virus-infected cells, CPE inhibition; higher % means a stronger effect; in the data active = a potency from the dose series; inconclusive = CPE inhibition mostly from about 3.7% at the one dose, without a potency; inactive = the rest, 99 in 100 with CPE inhibition below about 2.2%; note: strong numbers were not always called active
SIAH1 antagonists: blockers of Siah-1 interaction with plectin peptide – biochemical, fluorescence polarization, rhodamine-plectin, uHTS, primary screen (AID 1817). Siah-1 / rhodamine-plectin peptide fluorescence polarization; higher % means a stronger effect. displacement, % at 20 µM, or IC50 in µM where a hit was titrated. 0.02% of 290,000 active;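 active = displacement of at least 50% at 20 µM, with a fluorescence ratio check between 0.3 and a set limit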;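 note: plate controls were Siah plus tracer with DMSO for no effect and tracer alone without Siah for full effect; strong numbers were not always called active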
The depositor's hits bear a star; ? = inconclusive. These rows are one share of the data; the hit share may differ from the screen's.

SMILES	Salmonella PhoP GFP	West Nile virus CPE	SIAH1 antagonists
CC(CCc1ccccc1)NC(=O)c1ccccc1F (stereo not given)	14%	-0.6%	3%
Cn1c(C(=O)N2CCN(c3ccccn3)CC2)cc2ccccc21	-4%	-0.4%	3%
COc1ccc(-c2cc3ccc(O)cc3oc2=O)cc1OC	-8%	1.8%	1%
COc1ccc(Cc2nc3ccc(C(=O)NCCc4cccc(C)n4)cc3o2)cc1	-2%	-0.2%	17%
CCOC(=O)C1CCN(C(=O)Cn2nc(C)n3c(cc4cc(F)ccc43)c2=O)CC1	-10%	-0.3%	0%
Cc1nc(Cl)sc1C(=O)Nc1ccccc1Cl	0%	-0.2%	3%
CC(NC(=O)c1ccc(NC(=O)c2ccco2)cc1)c1ccccc1 (stereo not given)	-7%	0.5%	-1%
CCN(CC)CCCNC(=S)N1CCC(c2nc3ccccc3[nH]2)CC1	-5%	-0.4%	2%
CCOC(=O)C1CCN(CCC(=O)Nc2ccc(Br)cc2)CC1	3%	0.3%	2%
CN(C)c1ccc(N=Nc2ccc(C(=O)O)cc2)cc1	4%	0.2%	-4%
CC(C)(C)c1ccc(C(=O)NCc2nnc(SCC(=O)NCC3CCCO3)o2)cc1 (stereo not given)	2%	-0.5%	1%
CNC(=S)N(C1=NCC(c2ccc([N+](=O)[O-])cc2)S1)c1ccccc1 (stereo not given)	16%	0.1%	-4%
COCCn1c(SCc2ccc(F)cc2)nc2c1c(=O)[nH]c(=O)n2C	-4%	-0.3%	12%
CC(=O)c1ccc(C(=O)N2CCCC(Nc3ccccc3)C2)s1 (stereo not given)	-2%	-0.8%	3%
COc1cc(CCC(=O)N2CC(C)OC(C)C2)cc(OC)c1OC (stereo not given)	-5%	-0.5%	1%

Of the compounds above, six contain a carbonyl joined to an NH by a bond outside any ring.
SMILES	Salmonella PhoP GFP	West Nile virus CPE	SIAH1 antagonists
CC(CCc1ccccc1)NC(=O)c1ccccc1F (stereo not given)	14%	-0.6%	3%
COc1ccc(Cc2nc3ccc(C(=O)NCCc4cccc(C)n4)cc3o2)cc1	-2%	-0.2%	17%
Cc1nc(Cl)sc1C(=O)Nc1ccccc1Cl	0%	-0.2%	3%
CC(NC(=O)c1ccc(NC(=O)c2ccco2)cc1)c1ccccc1 (stereo not given)	-7%	0.5%	-1%
CCOC(=O)C1CCN(CCC(=O)Nc2ccc(Br)cc2)CC1	3%	0.3%	2%
CC(C)(C)c1ccc(C(=O)NCc2nnc(SCC(=O)NCC3CCCO3)o2)cc1 (stereo not given)	2%	-0.5%	1%

Other compounds follow.
SMILES	Salmonella PhoP GFP	West Nile virus CPE	SIAH1 antagonists
CC(=O)Nc1ccc(NC(=O)CCc2ccc(C)o2)cc1	-1%	-0.4%	2%
O=C(CNc1ccccc1)N/N=C/c1c(O)ccc2ccccc12	-4%	?	-1%
Cc1ccc(NC(=O)C2CCN(S(=O)(=O)c3c(C)noc3/C=C/N(C)C)CC2)cc1	4%	-0.6%	-6%
Cc1cc(C(=O)NCc2ccc3c(c2)OCO3)ccc1[N+](=O)[O-]	4%	-0.8%	1%
Cc1noc(C)c1COc1ccc(CC(=O)NCCc2ccccn2)cc1	-1%	-0.5%	-1%
COCCN(C(=O)Nc1ccc(F)cc1F)c1nc2ccccc2s1	-5%	-1.2%	3%
COc1ccc2c(c1)C=C(CN1CCN(Cc3ccccc3C)C(CCO)C1)CO2 (stereo not given)	2%	-1.3%	8%
CN1CCN(CCNC(=O)Nc2ccc(Cl)cc2)CC1	0%	-0.3%	4%
CC(C)N(Cc1ccccc1)S(=O)(=O)c1cccs1	6%	-0.5%	0%
Cc1ccc(C(=O)Nc2cccc(NC(=O)c3cccnc3)c2)cc1	12%	-0.6%	-3%
Cc1cc(N2C(=O)C(O)=C(C(=O)c3ccco3)C2c2ccc(Cl)cc2)no1 (stereo not given)	-9%	-0.3%	5%
O=S(=O)(Nc1ccc(Br)cc1)N1CCOCC1	-2%	0.5%	-5%
CCOc1ccc(CCNC(=O)CN2C(=O)NC3(CCCC3)C2=O)cc1OCC	2%	0.3%	3%
O=C(Nc1ccc(S(=O)(=O)N2CCOCC2)cc1)c1ccc([N+](=O)[O-])cc1Cl	3%	-0.3%	2%
O=C(CCN1C(=O)/C(=C\c2cccs2)SC1=S)Nc1ccc(C(=O)O)cc1	-5%	-1.3%	-2%
O=C(Cn1cc(S(=O)(=O)N2CCCC2)c(S(=O)(=O)N2CCCC2)c1)NCc1ccco1	0%	0.3%	-6%
CCOc1ccc(CNC(=O)CN2C(=O)C(c3ccccc3)Oc3cccnc32)cc1 (stereo not given)	-4%	1.0%	6%
O=[N+]([O-])c1ccc(N2CCN(c3ccccc3O)CC2)cc1	7%	-0.4%	10%
Cc1cccc(NC(=O)Nc2cnccn2)c1C	-3%	0.1%	-2%
CC(=O)Nc1cc2c(cc1NC(=O)Cn1nc(-c3ccc(F)cc3)ccc1=O)OCCO2	9%	1.6%	2%
O=C(CN(Cc1ccccc1Cl)C(=O)c1csnn1)NCCc1ccccc1	-3%	-0.6%	2%
CCc1cccc(NC(=S)N(CCOC)C2CCN(C(C)=O)CC2)c1	-5%	-0.2%	-1%
O=C(C1=C(O)C(=O)N(CCN2CCOCC2)C1c1ccc(F)cc1)c1cc2ccccc2o1 (stereo not given)	-17%	-0.3%	1%
CCN(CC)S(=O)(=O)c1cccc(NC(=O)CCNC(=O)c2ccccc2Cl)c1	5%	1.9%	3%
CCN(CC)S(=O)(=O)c1ccc(N2CCCC2)c(NC(=O)Cc2c(F)cccc2Cl)c1	-6%	-0.8%	-2%
O=C(CCN1N=C(c2ccccc2)CCC1=O)NCC1COc2ccccc2O1 (stereo not given)	2%	-1.3%	8%
CC1CCCN(S(=O)(=O)c2ccc(Cl)s2)C1 (stereo not given)	-4%	0.0%	4%
CCOC(=O)Cn1cnc2scc(-c3ccc(C)c(C)c3)c2c1=O	11%	0.4%	-4%
O=[N+]([O-])c1c(NCCCO)cc(N2CCCCCC2)c2nonc12	9%	-1.1%	-6%
CCOc1ccc(S(=O)(=O)N2CCC(c3ccccc3)CC2)cc1C(=O)O	11%	-0.8%	-4%

Whole records as entered above. Values in the order: Salmonella PhoP GFP	West Nile virus CPE	SIAH1 antagonists
`CC1CCCN(S(=O)(=O)c2ccc(Cl)s2)C1` (stereo not given) in the list: -4%	0.0%	4%
`O=[N+]([O-])c1ccc(N2CCN(c3ccccc3O)CC2)cc1` in the list: 7%	-0.4%	10%

More records
SMILES	Salmonella PhoP GFP	West Nile virus CPE	SIAH1 antagonists
Cc1ccc(C(=O)Nc2cccnc2)cc1S(=O)(=O)N1CCCC1	0%	0.4%	0%
CC(C)(C)NC(=O)NC(=O)COC(=O)C1c2ccccc2Oc2ccccc21	5%	0.3%	-5%
OCC1(CCOc2ccccc2)CCN(Cc2ccncc2)CC1	7%	-0.7%	-1%
O=C(Cn1cnc([N+](=O)[O-])c1)NCCc1ccccc1	-4%	-0.9%	0%
Cc1nn(CC(=O)NCC(C)c2ccccc2)c(=O)c2cc3occc3n12 (stereo not given)	-2%	-0.2%	6%
Cc1ccc(C)c(OCc2cc(C(=O)N3CCc4sccc4C3)no2)c1	4%	-0.2%	0%
Cc1ccc(-c2cc(C(=O)N3CCN(C(=O)c4ccco4)CC3)[nH]n2)cc1C	-9%	-1.2%	0%
Cc1c(CC(=O)N2CCC(C(=O)O)CC2)c(=O)oc2cc3c(cc12)CCC1(CCCCC1)O3	7%	0.4%	0%
Cc1ccc(CC(=O)NCC(O)c2ccccc2)cc1 (stereo not given)	4%	-0.5%	1%
CCc1nn(CCCC(=O)NC(C)c2ccccc2)c(=O)c2cc3occc3n12 (stereo not given)	-12%	0.2%	-1%
Cc1ccc(Cl)cc1N1CCN(S(=O)(=O)c2c(C)noc2C)CC1	-4%	0.3%	1%
Cc1noc(C)c1S(=O)(=O)N1CCN(S(=O)(=O)c2ccccc2C#N)CC1	0%	-0.1%	1%
CC(C)(C)c1ccc(C(=O)Nc2ccc(C(=O)N3CCOCC3)cc2)cc1	5%	-0.2%	6%
O=C(Oc1ccc2ccc(O)cc2c1)c1ccccc1Cl	-3%	0.6%	12%
COc1ccccc1-c1noc2ncnc(Nc3cccc(C)c3C)c12	0%	-0.3%	-4%

Shown with the structure last: entries from further up.
Salmonella PhoP GFP	West Nile virus CPE	SIAH1 antagonists	Molecule
4%	-0.5%	1%	Cc1ccc(CC(=O)NCC(O)c2ccccc2)cc1 (stereo not given)
-12%	0.2%	-1%	CCc1nn(CCCC(=O)NC(C)c2ccccc2)c(=O)c2cc3occc3n12 (stereo not given)
-4%	0.3%	1%	Cc1ccc(Cl)cc1N1CCN(S(=O)(=O)c2c(C)noc2C)CC1
0%	-0.1%	1%	Cc1noc(C)c1S(=O)(=O)N1CCN(S(=O)(=O)c2ccccc2C#N)CC1
5%	-0.2%	6%	CC(C)(C)c1ccc(C(=O)Nc2ccc(C(=O)N3CCOCC3)cc2)cc1
-3%	0.6%	12%	O=C(Oc1ccc2ccc(O)cc2c1)c1ccccc1Cl
0%	-0.3%	-4%	COc1ccccc1-c1noc2ncnc(Nc3cccc(C)c3C)c12

Following part:
SMILES	Salmonella PhoP GFP	West Nile virus CPE	SIAH1 antagonists
Cc1csc(CNC(=O)C2CCC(=O)N(CCCc3ccccc3)C2)n1 (stereo not given)	-13%	-0.7%	8%
CC1CCCCN1C(=O)CCNS(=O)(=O)c1ccc2c(c1)c(=O)n(C)c(=O)n2C (stereo not given)	-9%	-0.1%	1%
Cc1cc(C)c2oc(C(=O)N(Cc3ccc(F)cc3)C3CCS(=O)(=O)C3)cc(=O)c2c1 (stereo not given)	10%	-0.6%	5%
COc1ccccc1N1CCN(S(=O)(=O)CCNC(=O)C2CC(=O)N(c3ccccc3)C2)CC1 (stereo not given)	-4%	-0.4%	-5%
Cc1nc(SCC(=O)NCC2CCCO2)c2c3c(sc2n1)CCC3 (stereo not given)	-8%	-0.2%	-3%
Cc1c(OCC(=O)N2CCC(C(N)=O)CC2)ccc2c3c(c(=O)oc12)CCCC3	-5%	0.7%	3%
COc1cc(/C=N/n2nnnc2N)ccc1OCC#N	-4%	0.4%	-6%
CCOCCCNC(=O)c1oc2ccc(S(=O)(=O)N3CCOCC3)cc2c1C	5%	0.6%	2%
Cc1nonc1NC(=O)CSc1nc2ccccc2o1	5%	0.3%	-7%
Cc1c(CCC(=O)N[C@@H](CC(C)C)C(=O)O)c(=O)oc2cc3oc4c(c3cc12)CCCC4	5%	-0.4%	1%
S=C(NCc1ccncc1)Nc1ccc(Br)cc1Cl	3%	-0.9%	11%
O=C(c1cc2ccccc2s1)N1CCN(c2ccccn2)CC1	-3%	-0.8%	-2%
Cc1cccn2c(=O)c(/C=C(\C#N)C(N)=O)c(N3CCN(c4cccc(Cl)c4)CC3)nc12	7%	-0.8%	3%
C=CCC1(CC=C)CCCN1C(=O)c1cc(COc2cccc(C(F)(F)F)c2)on1	6%	-1.1%	-2%
CCCNc1c(NS(=O)(=O)c2cccs2)c(=O)oc2ccccc12	-3%	-0.1%	-1%
CN(Cc1ccc(C(F)(F)F)cc1)C(=O)C1CCC(=O)N(C2CC2)C1 (stereo not given)	0%	-0.1%	-4%
CC1CCN(c2ccc(NC(=O)Cn3c(=O)oc4ccccc43)cc2)CC1	2%	0.4%	-2%
O=C(NNC(=S)Nc1cccc(Cl)c1)c1ccccc1	-3%	-0.3%	0%
O=C(Nc1ccc([N+](=O)[O-])cc1)c1ccc(S(=O)(=O)N2CCCC2)cc1	-5%	-0.1%	4%
CCN(Cc1nc(-c2ccc(OC)c(OC)c2)no1)C(=O)c1ccc2c(c1)OCO2	-4%	-0.6%	-3%
CCOCc1cc(CN2CCC(CCC(=O)NC3CC3)CC2)ccc1OC	-5%	-0.8%	0%
CCCN1CCN(C(=O)C2CCCN(c3ncnc4c3nc3n4CCCCC3)C2)CC1 (stereo not given)	4%	-0.7%	-4%
CCN(CC)c1nc2c(c(=O)[nH]c(=O)n2C)n1Cc1ccccc1	2%	-1.0%	-2%
Cc1ccc(C(=O)N2CCN(c3ncccn3)CC2)cc1	1%	-0.3%	-2%
CCCCC(=O)Nc1ccc(C(=O)NCCN2CCOCC2)cc1	-3%	0.4%	4%
CN(C)CCCN1C(=O)c2cc3ccccc3cc2C1=O	4%	-0.6%	5%
Oc1ccc(N=Nc2ccccc2C(F)(F)F)c2cccnc12	-1%	?	-8%
O=[N+]([O-])c1ccc(COc2cccc3cccnc23)cc1	-1%	-1.1%	-3%
COCCNC(=O)C(OC(=O)c1ccco1)c1ccccc1F (stereo not given)	-2%	-0.1%	15%
CC(C)[C@H](NC(=O)N1CC(=O)Nc2ccccc21)C(=O)N1CCC[C@@H]1C(=O)O	-5%	-0.1%	-2%
O=C(c1cccc(N2CCCC2=O)c1)N1CCN(c2ccc(F)cc2)CC1	2%	-0.1%	4%
CCCCN(CC)CCNC(=O)c1cc2c(=O)[nH]c3ccc(C)cc3c2s1	3%	-1.7%	4%
CC(=O)N1CC(C)Sc2ccc(S(=O)(=O)NCc3ccc(Cl)cc3)cc21 (stereo not given)	10%	-0.8%	8%
CC(=O)N1CCc2cc(S(=O)(=O)NCCC(=O)NCCc3ccc(Cl)cc3)ccc21	-6%	-0.7%	2%
COc1ccc(C2CC(c3cccs3)=NN2C(=O)CCC(=O)O)cc1OC (stereo not given)	12%	-0.6%	13%
CCC(=O)Nc1c(-c2ccccc2Cl)c(=O)c2ccccc2n1CC	2%	-0.6%	1%
C=CCN(CC=C)C(=O)c1cccc(OC2CCN(CC(C)(C)C)CC2)c1	5%	-1.5%	3%

From PubChem BioAssay
